From PubChem
Myeloid diff 2 – myeloid differentiation induction; ER-HoxA9 myeloid progenitors, lysozyme-GFP differentiation, flow cytometry; calls only at 10 µM; 360,000 tested, 1% active;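 active = normalized GFP-positive differentiation at or above the plate's own cutoff, the solvent-only control mean plus 3 SD; inconclusive = no clear call, values can overlap the other calls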;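 also: cells exposed to compound for four days before flow analysis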
MgcRacGAP inhibition – MgcRacGAP GTPase-activating activity inhibitors, confirmation, biochemical, ADP Hunter fluorescence; MgcRacGAP-stimulated Rac1 GTP hydrolysis, ADP Hunter fluorescence; higher % means a stronger effect; GST-tagged Rac1 F28L mutant substrate; inhibition, % at 30 µM, or IC50 in µM where a hit was titrated; 340,000 tested, 0.6% active; AID 624330;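 active = first-screen hits whose inhibition reached a set limit at any dose in the follow-up dose series; inconclusive = inhibition above the set first-screen limit but never retested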;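 also: fluorescence reports GDP produced by GAP-driven GTP hydrolysis; strong numbers were not always called active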
Myeloid diff 2 GFP+ MAC1+ % – recorded beside Myeloid diff 2, whose call it bears; GFP+ MAC1+ double positive, %; measured here: differentiation confirmed by MAC1 staining
An asterisk follows results filed as active; i = inactive; ? = inconclusive; . = not tested or not shown. An excerpt, so the mix of outcomes need not match the whole.

mol,Myeloid diff 2,Myeloid diff 2 GFP+ MAC1+ %,MgcRacGAP inhibition
CC1=C(C(=O)N(C)C)CC(CC(=O)NC(c2ccccc2)c2ccccc2)C(=O)N1CCC1=CCCCC1 (stereo not drawn),i,0.1,11%
O=[N+]([O-])c1ccccc1C(=Nc1ccccc1)c1c(O)cc(O)cc1O,i,0.3,-3%
CC(C)NC(=O)N(C)C[C@H]1OCc2cnnn2CCCC(=O)N([C@H](C)CO)C[C@@H]1C,i,1.4,7%
C[C@H](CO)N1C[C@H](C)[C@@H](CN(C)Cc2ccccn2)Oc2ncc(-c3ccccc3)cc2C1=O,i,0.4,14%
O=C(NCc1nnnn1-c1ccc(F)cc1)c1ccc2ccccc2c1,i,0.7,5%
CCCCCC(=O)N1C[C@@H](n2cc(C3CC3)nn2)[C@H](O)C[C@@H]1c1ccc(Cl)cc1,i,1.1,10%
COCCn1c(SCC(=O)Nc2ccc(F)cc2)nc2c(c1=O)SCC2,i,0.8,9%
O=[N+]([O-])c1cnc(Sc2ccncn2)c([N+](=O)[O-])c1,?,.,41%
CC(=NNC(=S)N1CCCCC1)c1ccccn1,?,.,10%
CC1CCCC(NC(=O)COC(=O)C2=COCCO2)C1C (stereo not drawn),i,1.7,7%
COc1ccc(CN(C)C[C@H]2OCCCC[C@@H](C)Oc3ccc(NS(C)(=O)=O)cc3C(=O)N([C@H](C)CO)C[C@@H]2C)cc1,i,0.3,3%
COc1ccc(-c2ccc(CN3C(CC(C)C)C(=O)N(Cc4cn(Cc5ccco5)nn4)CCS3(=O)=O)cc2)cc1 (stereo not drawn),i,0.4,11%
Cc1ccc(S(=O)(=O)NCc2cccc([N+](=O)[O-])c2)cc1,i,1.0,5%
C[C@@H]1CCCCO[C@H](CN(C)Cc2ccc(C(=O)O)cc2)[C@H](C)CN([C@@H](C)CO)C(=O)c2cc(NC(=O)Nc3ccc(C(F)(F)F)cc3)ccc2O1,i,0.4,15%
CN(CC(=O)Nc1cc(Cl)ccc1-n1cncn1)Cc1ccccc1N1CCOCC1,i,1.5,7%
COc1cc(C#N)ccc1OCC(=O)Nc1cccc(S(=O)(=O)N(C)c2ccccc2)c1,i,0.8,-8%
C[C@H]1CN([C@@H](C)CO)C(=O)CCCn2nncc2CO[C@@H]1CN(C)C(=O)NC1CCCCC1,i,0.8,14%
CCS(=O)(=O)C1C(=O)N(C)C(S(=O)(=O)CC)C(=O)N1C (stereo not drawn),i,0.8,20%
Cc1nn(-c2ccccc2)nc1C(=O)Nc1cccc(C(=O)NC2CC2)c1,i,0.8,19%
CC(C)(C)N(Cc1ccccc1)C(=O)COC(=O)Cn1[nH]c(=O)c2ccccc2c1=O,i,1.7,8%
COC(=O)c1cc([N+](=O)[O-])c(C)c(C)n1,i,0.7,11%
CCCCNc1nc2c(c(=O)[nH]c(=O)n2C)n1CCCc1ccccc1,i,1.6,8%
CN(N=Nc1ccccc1C(=O)O)C1CCCCC1,i,1.4,8%
CN(c1ccccc1)S(=O)(=O)c1ccc(C(=O)N2CCN(c3ccccc3)CC2)cc1,i,1.4,15%

Copied from the list:
Under MgcRacGAP inhibition, `CN(c1ccccc1)S(=O)(=O)c1ccc(C(=O)N2CCN(c3ccccc3)CC2)cc1` has the entry 15%
Under MgcRacGAP inhibition, `CCCCNc1nc2c(c(=O)[nH]c(=O)n2C)n1CCCc1ccccc1` has the entry 8%
Under MgcRacGAP inhibition, `CC(C)(C)N(Cc1ccccc1)C(=O)COC(=O)Cn1[nH]c(=O)c2ccccc2c1=O` has the entry 8%
Under Myeloid diff 2 GFP+ MAC1+ %, `Cc1nn(-c2ccccc2)nc1C(=O)Nc1cccc(C(=O)NC2CC2)c1` has the entry 0.8
Under Myeloid diff 2 GFP+ MAC1+ %, `C[C@H]1CN([C@@H](C)CO)C(=O)CCCn2nncc2CO[C@@H]1CN(C)C(=O)NC1CCCCC1` has the entry 0.8

Other structures follow:
mol,Myeloid diff 2,Myeloid diff 2 GFP+ MAC1+ %,MgcRacGAP inhibition
COc1ccc(/C=C(/NC(=O)c2ccc(Br)o2)C(=O)Nc2cccc(C(=O)O)c2)cc1,i,0.1,13%
O=C(C1CCCCC1)N1C[C@H](n2cc(C3CC3)nn2)[C@@H](O)C[C@@H]1c1ccccc1,i,0.7,1%
CCc1cccc(CC)c1N1C(=O)CC(Sc2ccccc2N)C1=O (stereo not drawn),i,0.6,9%
COc1ccc(C2=CCCCCC2)cc1OC,i,1.1,-1%
O=C(NCc1ccc2c(c1)OCO2)C(=O)NCC1OCCCN1S(=O)(=O)c1ccccc1 (stereo not drawn),i,0.3,-8%
CC(C)OCCCNC(=S)N1CCC(C(=O)c2ccc(F)cc2)CC1,i,0.0,5%
OCc1nc2ccccc2n1CCCc1ccccc1,?,.,2%
COc1ccc(/C=C(/NC(=O)c2ccc(Br)cc2)C(=O)Nc2cccc(C(=O)O)c2)cc1,i,1.5,7%
COc1ccc(S(=O)(=O)N(C)C[C@@H]2OCCCC[C@@H](C)Oc3ccc(NC(=O)NC(C)C)cc3C(=O)N([C@H](C)CO)C[C@@H]2C)cc1,i,0.4,14%
CCOC(=O)c1cc(-c2sc(NC(=O)c3ccccc3)nc2C)n(Cc2ccccc2)n1,i,0.4,12%
CCOc1ccc(C(=O)CCC(=O)NCC(=O)Nc2ccc(F)c(F)c2F)cc1,i,0.7,2%
CC(C)CCn1nc(C(=O)OCC(=O)NC(C)c2ccccc2)c2ccccc2c1=O (stereo not drawn),i,0.4,9%
CC1CCCCN1C(=S)Nc1ccc(S(=O)(=O)N2CCCCC2)cc1 (stereo not drawn),i,0.5,4%
CC(C)CC1NC(=O)c2cc3ccccc3cc2-n2c1nc1cc(Cl)ccc1c2=O (stereo not drawn),i,0.6,7%
O=[N+]([O-])c1cc2c(c([N+](=O)[O-])c1)Nc1ccccc1O2,i,1.6,10%
O=C(NCc1ccccc1CN1CCCC1)c1ccc(S(=O)(=O)Nc2ccccc2F)cc1,i,0.7,-2%
CC(C)C1C(=O)N(Cc2cn(CCC3OCCCO3)nn2)CCS(=O)(=O)N1Cc1ccc(-c2ccc(Cl)nc2)cc1 (stereo not drawn),i,0.5,18%
CC(=O)c1c(C)[nH]c(C(=O)Nc2ccc(N3CCCCCC3)cc2)c1C,i,0.7,16%
O=C(CC1(O)C(=O)Nc2ccc(Br)cc21)c1ccccc1 (stereo not drawn),i,0.9,17%
Cc1ccc(S(=O)(=O)NN=C(c2ccccc2)c2cccs2)cc1,i,0.3,4%
Cc1ccc2c(CC(=O)Nc3ccc4nc(N5CCOCC5)sc4c3)coc2c1,i,1.4,12%
COC(=O)C1Cc2c([nH]c3ccccc23)C2CCC(=O)N12 (stereo not drawn),i,0.8,8%
CCN(c1ccccc1)S(=O)(=O)c1ccc(Cl)c(NC(=O)CSc2nc(N)cc(=O)[nH]2)c1,i,1.0,14%
CCOc1ccc(S(=O)(=O)NCCC(=O)N2CCN(C(C)=O)CC2)cc1,i,0.8,1%

Nothing new here: an excerpt of the list.
mol,Myeloid diff 2,Myeloid diff 2 GFP+ MAC1+ %,MgcRacGAP inhibition
COC(=O)C1Cc2c([nH]c3ccccc23)C2CCC(=O)N12 (stereo not drawn),i,0.8,8%
CCN(c1ccccc1)S(=O)(=O)c1ccc(Cl)c(NC(=O)CSc2nc(N)cc(=O)[nH]2)c1,i,1.0,14%
CCOc1ccc(S(=O)(=O)NCCC(=O)N2CCN(C(C)=O)CC2)cc1,i,0.8,1%

Other compounds follow:
mol,Myeloid diff 2,Myeloid diff 2 GFP+ MAC1+ %,MgcRacGAP inhibition
COc1cc2c(NCCCCCO)ncnc2c(OC)c1OC,i,0.7,-9%
C[C@H](CO)N1C[C@H](C)[C@@H](CN(C)Cc2ccc3cccnc3c2)OCc2cnnn2CCCC1=O,i,1.2,14%
O=C(CCCc1ccccc1)NCCS(=O)(=O)N1CCN(c2ccccc2)CC1,i,2.4,12%
O=C(CN1CCN(C(=O)c2ccc(-c3nc4ccccc4s3)o2)CC1)Nc1cccc(F)c1,i,0.3,4%
COc1ccc(NC(=O)CSc2nnc3n2CCCCC3)cc1OC,i,1.9,14%
COc1ccccc1-c1ccc([C@@H]2C[C@H]3[C@H](CON3C)CN2C(=O)c2ccco2)cc1,i,0.2,14%
Cc1sc2ccccc2c1CNC[C@H]1O[C@@H](n2ccc(N)nc2=O)[C@H](O)[C@@H]1O,i,1.5,8%
COc1ccc(-c2nnc(SCC(=O)N(C)C3CCS(=O)(=O)C3)n2CC(C)C)cc1 (stereo not drawn),i,0.4,6%
Cc1ccc(S(=O)(=O)N2C[C@H]3N(C(=O)OC(C)C)N(C(=O)OC(C)C)C[C@H](OC(=O)NCc4ccccc4F)[C@@]3(O)C2)cc1,i,1.5,15%
N#Cc1ccccc1S(=O)(=O)N1CCN(c2nc(-c3ccccc3)nc3ccccc23)CC1,?,.,14%
C#CCN(C[C@@H]1[C@@H](OC(=O)NCC2CCCCC2)[C@@H](OC(=O)NCC2CCCCC2)CN(C(=O)OC(C)C)N1C(=O)OC(C)C)S(=O)(=O)c1ccc(C)cc1,i,1.0,4%
COC(=O)c1ccc2cc(OC)c(OC)cc2c1,i,1.4,-7%
O=C(NC(Cc1c[nH]c2ccccc12)C(=O)O)c1cccc(S(=O)(=O)N2CCCCC2)c1 (stereo not drawn),i,0.4,-7%
CC(C)NC(=O)N(C)C[C@H]1OCc2cnnn2CCCC(=O)N([C@H](C)CO)C[C@H]1C,i,1.3,11%
C[C@H](CO)N1C[C@H](C)[C@H](CN(C)C(=O)c2ccccc2F)Oc2ncc(Br)cc2C1=O,i,0.8,8%
COc1ccc(C=Cc2ccc3ccccc3n2)c(OC)c1,i,0.5,1%
CNC(=O)c1ccsc1NC(=O)CS(=O)(=O)c1ccc(F)cc1,i,0.2,5%
C[C@H](CO)N1C[C@H](C)[C@H](CN(C)Cc2ccccc2)Oc2ncc(Br)cc2C1=O,i,0.4,-17%
O=C(CN1c2cccc3cccc(c23)S1(=O)=O)NCc1ccccc1Cl,i,1.9,18%
FC(F)(F)c1nc2nc(Cl)c(Cl)nc2[nH]1,i,0.8,5%
CC(NC(=O)c1ccc(Cl)c(S(=O)(=O)NC2CC2)c1)c1ccco1 (stereo not drawn),i,0.6,14%
Cc1ccc(NC(=O)CNC(=O)C23CC4CC(CC(C4)C2)C3)nc1,i,1.1,13%
COc1ccc(NS(=O)(=O)c2cc(N=Nc3c(O)[nH]c(=O)[nH]c3=O)ccc2OC)cc1Br,i,1.1,12%
N#Cc1c(NC(=O)COC(=O)C2=COCCO2)sc2c1CCCC2,i,0.6,9%
COc1cccc(C(=O)C(CCC#N)c2ccccc2)c1 (stereo not drawn),i,0.7,7%
O=C(NCc1ccc(F)cc1)c1ccc(S(=O)(=O)N2CCCC2)cc1,i,0.5,3%
CC(C)CN(C(=O)COc1ccccc1C(=O)NCc1ccccc1)C1CCS(=O)(=O)C1 (stereo not drawn),i,1.7,11%
CCCCN1C(=O)C(CC(=O)NCCc2ccccn2)CC(C(=O)N(C)C)=C1C (stereo not drawn),i,2.9,9%
CCOc1ccccc1N1C(=O)CC(Sc2ccccc2N)C1=O (stereo not drawn),i,0.9,9%
Cc1cccc(C)c1NC(=O)NS(=O)(=O)c1ccccc1,i,0.7,3%
CCOC(=O)c1c(CC(C)C)csc1NC(=O)COC(=O)c1cnc(C)cn1,i,1.3,14%
C[C@@H]1CN([C@H](C)CO)C(=O)CCCn2nncc2CO[C@H]1CN(C)Cc1ccc(C(F)(F)F)cc1,i,0.9,10%
CC1=C(C(=O)N(C)C)CC(CC(=O)NCc2cccs2)C(=O)N1CCC1=CCCCC1 (stereo not drawn),i,0.4,5%
CCOC(=O)N1CCN(CC(=O)Nc2nccs2)CC1,i,1.0,12%
CCCC(=O)N(Cc1cc2cc(OC)ccc2[nH]c1=O)c1ccc(OC)cc1,i,0.8,8%
COc1ccc(CN2C[C@H]3CON(C)[C@H]3C[C@H]2c2ccc(-c3cccc(F)c3)cc2)cc1,i,0.9,15%
O=C1CCN(C(=O)Cc2ccccc2)c2ccccc21,i,2.4,9%
C#CCN(C[C@H]1[C@H](OC(=O)NC2CC2)[C@H](OC(=O)NC2CC2)C[C@H]2C(=O)N(c3ccccc3)C(=O)[C@@H]12)S(=O)(=O)c1ccc(C)cc1,i,0.6,-4%
COc1cccc(NC(=O)CN(C)C(=O)/C=C/c2ccc(S(=O)(=O)N3CCCCCC3)cc2)c1,i,0.3,9%
COc1ccc(S(=O)(=O)Nc2cc3c4c(c2)CC(=O)N4CCC3)cc1OC,i,0.7,13%
C=CCC1(CC=C)CC(Cc2cnccn2)N(C(=O)OC(C)(C)C)C1 (stereo not drawn),i,1.3,3%
COc1ccc(CN2C(=O)C(CC(=O)NCC3CCCCC3)CC(C(=O)N3CCOCC3)=C2C)cc1 (stereo not drawn),i,0.8,13%
CCN1C(=O)[C@H]2[C@@H](c3ccc(C)cc3)N[C@]3(CCCN(Cc4ccc(OC)cc4)C3=O)[C@H]2C1=O,i,1.2,13%
Cc1ccc(-c2nc3ccc(Cl)cn3c2Cc2ccccc2)cc1,i,0.8,13%
CCCc1c(C)nc2scc(-c3ccc(Cl)cc3)n2c1=O,i,0.5,9%

Filtered by structure: the compounds so far containing a tert-butyl group.
mol,Myeloid diff 2,Myeloid diff 2 GFP+ MAC1+ %,MgcRacGAP inhibition
CC(C)(C)N(Cc1ccccc1)C(=O)COC(=O)Cn1[nH]c(=O)c2ccccc2c1=O,i,1.7,8%
C=CCC1(CC=C)CC(Cc2cnccn2)N(C(=O)OC(C)(C)C)C1 (stereo not drawn),i,1.3,3%
